Compound activity from PubChem.
West Nile virus CPE: West Nile virus antiviral activity, cell-based, CPE readout (AID 1621); West Nile virus-infected cells, CPE inhibition; higher % means a stronger effect; one-dose CPE inhibition, % at 10 µM; IC50 in µM for titrated hits; 290,000 tested, 0.02% active; in the data active = a potency from the dose series; inconclusive = CPE inhibition mostly from about 3.7% at the one dose, without a potency; inactive = the rest, 99 in 100 with CPE inhibition below about 2.2%; also: strong numbers were not always called active
NS5 inhibitors: flavivirus cap methylation enzyme inhibition – biochemical, confirmation dose response, primary screen (AID 588689); Dengue-2 NS5 methyltransferase capping enzyme assay, biochemical; higher % means a stronger effect; one-dose inhibition, % at 25 µM; IC50 in µM for titrated hits; 340,000 tested, 0.3% active; in the data active = a potency from the dose series; inconclusive = inhibition above about 29% without an active follow-up result
KOR beta-arrestin-1: kappa opioid receptor blockers – cell-based, luminescence, uHTS (AID 1778) | KOR beta-arrestin recruitment, luminescence, antagonist mode; higher % means a stronger effect | inhibition, % at 10 µM, or IC50 in µM where a hit was titrated | 290,000 tested, 0.091% active; also: strong numbers were not always called active
HIV fusion peptide: cell-free HIV fusion peptide-binding blockers – biochemical, uHTS, fluorescence dequenching, primary screen (AID 1986). cell-free peptide binding, fluorescence dequenching, 30 min; higher % means a stronger effect. 290,000 tested, 0.3% active. one-dose inhibition, % at 20 µM; IC50 in µM for titrated hits; in the data active = inhibition mostly above about 52%, no sharp cut-off; inactive = mostly below about 76%; also: some results filed as inactive read as strong as hits
NOD1 inhibition: inhibition of NOD1-driven NF-kB reporter – cell-based, luminescence, uHTS, primary screen (AID 1578); 290,000 tested, 1% active; inhibition, % at 4 µM, or EC50 in µM where a hit was titrated; NOD1-driven NF-kB luciferase reporter cells, luminescence; higher % means a stronger effect; in the data active = inhibition mostly above about 36%, no sharp cut-off; inactive = mostly below about 34%;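 also: HEK-293T reporter cells stimulated with the NOD1 agonist gamma-tri-DAP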
KOR beta-arrestin-2: kappa opioid receptor activators – cell-based, luminescence, uHTS, primary screen (AID 1777) | activation, % at 10 µM, or EC50 in µM where a hit was titrated | KOR beta-arrestin recruitment, luminescence; higher % means a stronger effect | 280,000 tested, 0.02% active; in the data active = activation above about 50%, passing the limit was not always enough; also: a part of the inactive calls stands beside numbers as strong as those of hits
AID2073: inhibitors of Mint1-CaV2.2 protein interaction, biochemical, HTRF (AID 2073); HTRF protein-protein interaction, Mint1-CaV2.2; higher % means a stronger effect; one-dose inhibition, % at 20 µM; IC50 in µM for titrated hits; 290,000 tested, 0.19% active; in the data active = inhibition mostly above about 51%, no sharp cut-off; inconclusive = no clear call, values can overlap the other calls; inactive = mostly below about 53%; also: some results filed as inactive read as strong as hits
Yfh1-depleted yeast: enhancers of respiration in Yfh1-depleted yeast, dose response, Friedreich's ataxia, plus single-dose screen (AID 1465); S. cerevisiae Yfh1-off respiration, WST-1 reduction, 72 h; higher fold induction means a stronger effect; fold induction at 50 µM, or EC50 in µM where a hit was titrated; 220,000 tested, 0.074% active;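 active = fold induction of absorbance versus untreated yeast above a set limit, then at least 30% activation at any dose in follow-up; inconclusive = repeats straddling the limit, or above it without dose testing; inactive = fold induction below the set limit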;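 also: activators that raise dye reduction in frataxin-depleted yeast; strong numbers were not always called active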
HEK293 NOD2/NF-kB: inhibition of NOD2-driven NF-kB reporter – cell-based, luminescence, uHTS, HEK293 (AID 1566). HEK293 NOD2/NF-kB luciferase reporter, luminescence; higher % means a stronger effect. inhibition, % at 4 µM, or EC50 in µM where a hit was titrated. 290,000 tested, 0.63% active; also: many of its hits are not listed in these tables
* = called active by the depositor; i = inactive; ? = inconclusive; nt = not tested or not shown; [ ] = another dose, or the depositor's remark. Rule as the data show it, unless noted: active = inhibition above about 50%; inactive = the rest.

SMILES	West Nile virus CPE	NS5 inhibitors	KOR beta-arrestin-1	HIV fusion peptide	NOD1 inhibition	KOR beta-arrestin-2	AID2073	Yfh1-depleted yeast	HEK293 NOD2/NF-kB
CCO[C@H]1OC(C(=O)NCc2ccccc2)=C[C@@H](c2coc3ccccc3c2=O)[C@@H]1CCCO	0.3%	0%	-6%	1.5%	-15%	2.0%	3%	i	4%
O=C(c1ccc2[nH]c3c(c2c1)CCCC3)N1CCN(c2ccc(F)cc2)CC1	-1.0%	4%	-12%	-1.9%	-27%	12%	-1%	i	4%
Cc1ccc(C(=O)CSc2nc(C(C)C)nc3ccccc23)cc1	-1.2%	-6%	-55%[20 µM]	-1.7%	-3%	nt	-6%	i	13%
CN1Cc2cc(C(=O)c3ccccc3O)cnc2NC1=O	-0.2%	-14%	-4%	-0.8%	-5%	0.3%	5%	i	16%
O=C1CCC(=O)N1c1ccc(NC2CCN(Cc3ccccc3)CC2)c([N+](=O)[O-])c1	1.0%	9%	nt	-0.9%	-36%	nt	7%	i	2%
CN(C)C(=O)c1cc(C(=O)c2ccccc2Br)c[nH]1	-0.9%	-1%	17%	2.8%	-4%	3.7%	-1%	nt	-3%
CC(=O)NC(Cc1cc(C)ccc1C)C(=O)N1CCN(C(=O)c2ccccc2Br)CC1 (configuration not stated)	-0.8%	2%	-37%[20 µM]	1.3%	-29%	nt	14%	i	20%
COc1ccccc1NC(=O)C(=O)NCC1COc2ccccc2O1 (configuration not stated)	-0.3%	1%	10%	1.2%	-16%	0.5%	-6%	i	-12%
CCCCCCCCSc1nnc(CSc2nc3nc(C)cc(C)n3n2)o1	2.2%	-3%	-2%	-0.5%	13%	0.6%	4%	i	25%
O=C(Nc1ccc(Cl)cc1)Nc1cc(S(=O)(=O)N2CCOCC2)ccc1N1CCCC1	-0.9%	-31%	20%	-2.1%	-14%	4.3%	-1%	i	-1%
CCCn1nnc(NC(=O)C(C)Oc2ccc(Cl)cc2Cl)n1 (configuration not stated)	-0.5%	-7%	22%	0.4%	-29%	-3.1%	-7%	i	-18%
CCCCN(C(=O)CSc1nnc(-c2ccco2)o1)c1c(N)n(Cc2ccccc2)c(=O)[nH]c1=O	-0.1%	2%	16%	0.4%	6%	3.0%	-5%	i	20%

The final 3 records of the part above are carried over, then new ones follow:
SMILES	West Nile virus CPE	NS5 inhibitors	KOR beta-arrestin-1	HIV fusion peptide	NOD1 inhibition	KOR beta-arrestin-2	AID2073	Yfh1-depleted yeast	HEK293 NOD2/NF-kB
O=C(Nc1ccc(Cl)cc1)Nc1cc(S(=O)(=O)N2CCOCC2)ccc1N1CCCC1	-0.9%	-31%	20%	-2.1%	-14%	4.3%	-1%	i	-1%
CCCn1nnc(NC(=O)C(C)Oc2ccc(Cl)cc2Cl)n1 (configuration not stated)	-0.5%	-7%	22%	0.4%	-29%	-3.1%	-7%	i	-18%
CCCCN(C(=O)CSc1nnc(-c2ccco2)o1)c1c(N)n(Cc2ccccc2)c(=O)[nH]c1=O	-0.1%	2%	16%	0.4%	6%	3.0%	-5%	i	20%
COc1cc2c(cc1O)CC[n+]1cc3c(OC)c(OC)ccc3cc1-2	0.5%	-2%	4%	0.6%	-22%	0.4%	0%	i	-7%
Cc1ccc(CN(C(=O)c2ccco2)C(C(=O)NC2CCCC2)c2cccnc2)cc1 (configuration not stated)	0.4%	-4%	0%[20 µM]	0.4%	-6%	nt	1%	i	9%
CCCSc1nc2sc3c(c2c(=O)[nH]1)CC(C)(CC)OC3 (configuration not stated)	1.1%	-4%	9%	-1.5%	-13%	1.8%	11%	nt	28%
O=C(c1cccnc1)N1CCCc2ccccc21	-0.3%	-6%	0%	0.4%	-9%	3.4%	18%	i	-2%
COc1cccc(N2C(=O)CC(N3CCN(CCN=CC4=C(O)CC(C)(C)CC4=O)CC3)C2=O)c1 (configuration not stated)	0.3%	-6%	21%[20 µM]	1.1%	-24%	-2.8%	1%	i	-8%
Cc1nnc(SCc2cc(=O)oc3ccc4ccccc4c23)n1Cc1ccccc1	-1.0%	-2%	13%	8.0%	-18%	-1.4%	15%	i	8%
COC(=O)c1ccc(-c2noc(CN(C)Cc3ccncc3C)n2)cc1	-0.2%	-16%	-2%[20 µM]	2.0%	0%	nt	8%	i	4%
CC(=O)c1ccccc1NC(=O)COC(=O)c1ccccc1NC(=O)c1ccccc1	-0.3%	-1%	-38%	1.3%	-22%	12%	-3%	i	-11%
CCC(=O)Nc1nnc(S(=O)(=O)N2c3ccccc3CC2C)s1 (configuration not stated)	0.3%	-4%	-34%[20 µM]	3.4%	-21%	-1.7%	3%	nt	6%
Cc1cccc(C(=O)N[C@H](C(=O)NCCc2ccc(Cl)cc2)C(C)C)c1	0.1%	2%	-14%	-1.1%	-38%	-4.5%	6%	nt	-4%
CCCCNC(=O)NCC(=O)Nc1ccc(F)c(F)c1	0.1%	-3%	25%	-0.5%	-5%	-3.6%	1%	i	16%
COCCCNc1oc(-c2ccccc2F)nc1C#N	-0.5%	-8%	24%	4.0%	-33%	-9.5%	38%	i	-2%
O=C(Cn1nnc2ccccc21)OCC(=O)c1ccccc1	0.2%	2%	-34%	8.1%	9%	8.3%	15%	i	-4%
O=C(CN1C(=O)COc2ccc(S(=O)(=O)N3CCCCC3)cc21)NCc1ccccc1Cl	0.2%	2%	-20%	0.3%	-6%	-5.9%	-7%	nt	5%
COc1cc(C2C(C(C)=O)=C(O)C(=O)N2c2ccc(Br)cn2)ccc1O (configuration not stated)	0.5%	4%	-33%	5.0%	-10%	3.5%	2%	i	-12%
NC(=O)c1nsc(C(=O)N(CC(=O)NC2CCCC2)c2ccc(F)c(Cl)c2)c1N	-0.3%	-6%	14%	0.3%	-12%	-4.7%	4%	nt	-9%
COc1ccc(OC)c(NC(=O)CSc2nc(-c3ccccc3)cc(=O)[nH]2)c1	0.8%	-2%	-27%	5.1%	-12%	3.3%	6%	nt	-6%
COc1cccc(C(=O)NC(=S)Nc2ccc3oc(=O)ccc3c2)c1	-0.8%	-2%	-11%	1.7%	3%	-10%	-9%	i	16%
Cn1c(-c2ccc3c(c2)OCO3)cc(=O)c2ccccc21	-0.4%	-3%	-3%	-1.2%	-31%	-0.1%	35%	i	8%
Cc1noc(C)c1S(=O)(=O)N1CCN(c2ccc(Cl)cc2)CC1	-0.4%	6%	-34%	2.5%	6%	-0.1%	-2%	nt	8%
COC(=O)[C@@H](Cc1ccccc1)NC(=O)NCCc1c[nH]c2ccccc12	-0.6%	-3%	-2%	-2.6%	-10%	-4.6%	9%	nt	-2%
CCc1ccccc1NC1Nc2cc(C)nn2S1 (configuration not stated)	-1.1%	-4%	2%	0.9%	-5%	-9.9%	4%	i	18%
O=C(NCCNc1ccc(Cl)cc1[N+](=O)[O-])c1cccnc1	-0.5%	0%	-26%[20 µM]	-1.9%	-10%	-1.6%	-12%	i	13%
CC(/C=C/c1ccccc1)=N/NC(=O)c1cnccn1	-0.2%	-4%	-29%	-0.3%	-29%	-3.1%	5%	i	8%
CCOC(=O)c1c(N)n(C2CC(C)(C)NC(C)(C)C2)c2nc3ccccc3nc12	2.5%	-13%	-36%	7.3%	-8%	-1.1%	23%	i	15%
O=C(O)CCNC1CCCCC1	1.4%	-7%	36%	-1.1%	-6%	0.0%	2%	i	12%
Cc1cc(C(F)(F)F)nc(CCNC(=O)C2CCC(=O)N(Cc3cccc(F)c3)C2)n1 (configuration not stated)	0.1%	1%	1%	-0.5%	-27%	3.3%	-1%	nt	3%
c1nc(N2CCCCCC2)c2[nH]cnc2n1	-0.3%	-6%	-2%	-1.6%	22%	-2.0%	-4%	i	9%
CNS(=O)(=O)c1ccc(NC(=S)Nc2ccc3c(c2)OCO3)cc1	0.1%	nt	-33%	11%	-25%	0.7%	15%	i	-38%
O=C(CSc1ncn[nH]1)Nc1ccc(OCc2ccccc2)cc1	-0.6%	-10%	-11%	-3.4%	18%	0.1%	2%	i	-20%
c1cn(C23CC4CC(CC(C4)C2)C3)cn1	-0.9%	2%	25%	-1.5%	-18%	-1.4%	4%	i	4%
Cc1cccc(OCCc2nnc(N)s2)c1C	-0.3%	-2%	-13%	7.5%	-45%	0.6%	-4%	i	-19%
COc1ccc(Nc2nccc(-c3ccc([N+](=O)[O-])cc3)n2)cc1	-0.9%	2%	-63%	-1.7%	-6%	7.2%	11%	nt	8%
CCOC(=O)Cc1csc(NC(=O)CN2CCCCC2)n1	-0.5%	-3%	-28%[20 µM]	1.6%	-4%	7.8%	-4%	nt	4%
CNS(=O)(=O)c1cccc(C(=O)OCC(=O)N(Cc2ccccc2)C(C)(C)C)c1	-0.9%	-4%	30%	0.1%	-22%	-1.9%	-2%	i	5%
Nc1sc(-c2ccccc2)cc1-c1n[nH]c(=S)n1C1CCCCC1	-0.3%	nt	10%	-1.9%	3%	-3.0%	-30%	i	-16%
NS(=O)(=O)c1cccc(NC(=O)COC(=O)c2cc(Cl)ccc2[N+](=O)[O-])c1	0.2%	5%	-4%	0.4%	-10%	1.1%	-4%	i	-4%
CCSc1nnc(NC(=O)C2Cc3ccccc3CN2S(=O)(=O)CC)s1 (configuration not stated)	-0.6%	-9%	-13%	5.4%	-6%	-1.3%	18%	i	2%
Cc1cc(C(=O)N2CCN(c3cccc(Cl)c3)CC2)c(C)o1	0.3%	2%	-3%	2.5%	6%	-4.1%	2%	i	3%
CCOC(=O)Cn1nnnc1CN(Cc1cccs1)Cc1cc2cc(C)cc(C)c2[nH]c1=O	nt	-7%	44%	-0.7%	0%	2.0%	10%	nt	-5%
COc1ccc(-c2nn(CCC#N)cc2C(=O)Nc2cccc(C(=O)O)c2)cc1[N+](=O)[O-]	-0.5%	-9%	-38%	3.1%	8%	2.2%	9%	nt	4%
O=S(=O)(Nc1ccncc1)c1cc(Cl)c(Cl)cc1Cl	-0.1%	-9%	14%	-2.5%	23%	-2.3%	12%	nt	8%
CN(C)S(=O)(=O)c1cccc(NC(=O)c2cc(-c3cccs3)nn2-c2ccccc2)c1	-0.2%	-8%	nt	-0.6%	20%	0.0%	12%	i	18%
CC(=O)c1c(C)nc2ccc([N+](=O)[O-])cc2c1-c1ccccc1	?	nt	-23%	0.2%	-10%	3.9%	30%	nt	35%
COc1ccc(C2N3CC4(C)CN2CC(C)(C3)C4)cc1OC (configuration not stated)	0.7%	-2%	27%	0.4%	-11%	9.5%	13%	i	-5%
Brc1cccc(CSc2nnc(-c3ccncc3)o2)c1	-1.1%	-7%	-3%	0.4%	nt	7.7%	-10%	i	nt
CN(C[C@H](Cc1ccccc1)N(C[C@@H](CC1CCCCC1)N(CCc1ccccc1)N=O)N=O)N=O	1.0%	-7%	1%	0.7%	23%	2.5%	3%	i	-20%
NC(=O)c1cc([N+](=O)[O-])ccc1NCCN1C(=O)c2ccc(C(=O)O)cc2C1=O	-0.1%	12%	-24%[20 µM]	-0.9%	-19%	-8.0%	1%	i	18%
CC1CCN(CCCCOc2cccc(C(C)C)c2)CC1	-0.7%	0%	-23%	3.4%	0%	-0.8%	0%	nt	-13%

Only part of the results is shown (hit frequency here may not be typical).
